Compound activity (PubChem BioAssay)
Mtb BioA inh – inhibitors of Mycobacterium tuberculosis BioA enzyme; inhibition, % at 9.99 µM; actives 0.096% (n = 360,000); purified M. tuberculosis BioA enzyme, plate reader; in the data active = inhibition above about 40%
The depositor's hits bear a star; & = joins results of further samples.

SMILES	Mtb BioA inh
COc1ccccc1NC(=O)N[C@@H]1C=C[C@H](CC(=O)NCc2ccc(Cl)c(Cl)c2)O[C@@H]1CO	2.7
CN1c2ccc(-c3ccc(C#N)cc3)cc2[C@@H]2[C@@H](CCN2C(=O)CN2CCOCC2)[C@@H]1CO	1.8
CO[C@H]1CN(C)C(=O)c2ccc(NC(=O)Nc3ccccc3)cc2OC[C@H](C)N(C(=O)CC2CC2)C[C@H]1C	-0.5
O=C(NCC[C@@H]1CC[C@H](NC(=O)C2CCOCC2)[C@@H](CO)O1)c1cc(Cl)cc(Cl)c1	-0.5
O=C(C[C@@H]1CC[C@H]2[C@@H](COC[C@H](O)CN2C(=O)Nc2ccc(Cl)cc2)O1)NCC1CCCCC1	0.5
CCN1[C@@H]2c3ccc(-c4ccccc4OC)c(=O)n3C[C@@H]2[C@@H](CO)[C@@H]1C(=O)NCC1CC1	-2.8
CO[C@@H]1CN(C)C(=O)c2ccc(NC(C)=O)cc2OC[C@H](C)N(C(=O)CC2CC2)C[C@H]1C	0.3
COc1ccc(CN(C)C[C@H]2Oc3ccc(NC(=O)Nc4ccccc4)cc3C(=O)N([C@@H](C)CO)C[C@H]2C)cc1	-3.6
O=C(C1CCCCC1)N1C[C@@H]2[C@H](c3ccccc31)[C@H](CO)N2Cc1ccccc1Cl	-4.1
C[C@H](CO)N1C[C@H](C)[C@H](CN(C)Cc2ccc(C(=O)O)cc2)OCCCC[C@H](C)Oc2ccc(NC(=O)C3CCCCC3)cc2C1=O	-1.5
COCC(=O)Nc1ccc2c(c1)C(=O)N(C)C[C@@H](OC)[C@@H](C)CN(C(=O)COC)[C@H](C)CO2	-1.7
O=C(C[C@@H]1C=C[C@@H](NC(=O)c2cccc(F)c2)[C@H](CO)O1)NCc1ccccc1	-0.4
CCCC#Cc1ccc2c(c1)O[C@@H](CN(C)C(=O)CN(C)C)[C@H](C)CN([C@@H](C)CO)S2(=O)=O	-0.2
C[C@H](CO)N1C[C@H](C)[C@H](CN(C)S(=O)(=O)c2ccc(Cl)cc2)OCCCC[C@H](C)Oc2ccc(NS(=O)(=O)c3ccc(Cl)cc3)cc2C1=O	-2.7
Cc1noc(C)c1NC(=O)N(C)C[C@@H]1OCCCC[C@H](C)Oc2ccc(N(C)C)cc2C(=O)N([C@H](C)CO)C[C@@H]1C	-1.9

Reprinted at random: 5 entries already listed.
SMILES	Mtb BioA inh
O=C(C1CCCCC1)N1C[C@@H]2[C@H](c3ccccc31)[C@H](CO)N2Cc1ccccc1Cl	-4.1
COCC(=O)Nc1ccc2c(c1)C(=O)N(C)C[C@@H](OC)[C@@H](C)CN(C(=O)COC)[C@H](C)CO2	-1.7
C[C@H](CO)N1C[C@H](C)[C@H](CN(C)Cc2ccc(C(=O)O)cc2)OCCCC[C@H](C)Oc2ccc(NC(=O)C3CCCCC3)cc2C1=O	-1.5
CN1c2ccc(-c3ccc(C#N)cc3)cc2[C@@H]2[C@@H](CCN2C(=O)CN2CCOCC2)[C@@H]1CO	1.8
O=C(C[C@@H]1CC[C@H]2[C@@H](COC[C@H](O)CN2C(=O)Nc2ccc(Cl)cc2)O1)NCC1CCCCC1	0.5

Next part.
SMILES	Mtb BioA inh
COCC#Cc1cnc2c(c1)C(=O)N([C@H](C)CO)C[C@H](C)[C@@H](CN(C)C(=O)Cc1cccnc1)O2	2.8
CNC(=O)C[C@H]1CC[C@H]2[C@H](COc3ccc(NC(=O)Nc4ccc(Cl)cc4)cc3C(=O)N2C)O1	2.6
Cc1ccc(S(=O)(=O)N(C)C[C@H]2OCc3cnnn3CCCC(=O)N([C@@H](C)CO)C[C@@H]2C)cc1	2.5
COc1ccc(NC(=O)N(C)C[C@@H]2Oc3ncc(C#CCN(C)C)cc3C(=O)N([C@H](C)CO)C[C@@H]2C)cc1	1.1&0.7
Cc1noc(C)c1NC(=O)Nc1ccc2c(c1)C(=O)N([C@@H](C)CO)C[C@H](C)[C@@H](CN(C)C(=O)CCCN(C)C)OCCCC[C@@H](C)O2	1.6
CO[C@H]1CN(C)C(=O)c2ccc(NS(=O)(=O)CC(F)(F)F)cc2OC[C@H](C)N(CC2CCCCC2)C[C@H]1C	-1.6
COCC(=O)NC[C@H]1[C@@H](c2ccc(C3=CCCC3)cc2)[C@H](CO)N1C(C)=O	-1.0
Cc1noc(C)c1S(=O)(=O)N(C)C[C@@H]1OCCCC[C@@H](C)Oc2ccc(NC(=O)NC(C)C)cc2C(=O)N([C@H](C)CO)C[C@@H]1C	-0.5
CO[C@H]1CN(C)C(=O)c2cc(NC(=O)Nc3ccc(Cl)cc3)ccc2OC[C@@H](C)N(C)C[C@H]1C	1.0
COCC(=O)N1C[C@@H]2[C@H](c3ccccc31)[C@H](CO)N2C(=O)C1CC1	-1.7
O=C(C[C@@H]1CC[C@@H]2[C@H](COC[C@@H](O)CN2S(=O)(=O)c2cccc(Cl)c2)O1)Nc1ccccc1	1.9
C[C@@H]1CN([C@@H](C)CO)C(=O)c2cc(NS(=O)(=O)c3cn(C)cn3)ccc2O[C@H]1CN(C)C(=O)Nc1ccc2c(c1)OCO2	-0.7
C[C@H](CO)N1C[C@H](C)[C@H](CN(C)C(=O)CN2CCOCC2)Oc2ncc(C#CCN(C)C)cc2C1=O	6.2
COc1ccccc1-c1cnc2c(c1)C(=O)N([C@H](C)CO)C[C@@H](C)[C@H](CN(C)C(=O)CC1CC1)O2	-2.1
C[C@H](CO)N1C[C@H](C)[C@@H](CN(C)C(=O)Nc2ccc(C(F)(F)F)cc2)Oc2ccc(NC(=O)Nc3ccc(F)cc3)cc2CC1=O	-4.1

The last 3 records of the part above lead into the next:
SMILES	Mtb BioA inh
C[C@H](CO)N1C[C@H](C)[C@H](CN(C)C(=O)CN2CCOCC2)Oc2ncc(C#CCN(C)C)cc2C1=O	6.2
COc1ccccc1-c1cnc2c(c1)C(=O)N([C@H](C)CO)C[C@@H](C)[C@H](CN(C)C(=O)CC1CC1)O2	-2.1
C[C@H](CO)N1C[C@H](C)[C@@H](CN(C)C(=O)Nc2ccc(C(F)(F)F)cc2)Oc2ccc(NC(=O)Nc3ccc(F)cc3)cc2CC1=O	-4.1
Cc1ccccc1S(=O)(=O)NCC[C@H]1CC[C@H](NC(=O)Nc2cccc(F)c2)[C@H](CO)O1	1.8
CNC[C@H]1Oc2ccc(NC(=O)c3ccncc3)cc2C(=O)N([C@@H](C)CO)C[C@@H]1C	-0.7
COc1cccc(S(=O)(=O)N[C@@H]2C=C[C@@H](CC(=O)NC3CCC3)O[C@H]2CO)c1	1.5
C[C@@H]1CN([C@H](C)CO)S(=O)(=O)c2ccc(-c3cccc(C(=O)N(C)C)c3)cc2O[C@H]1CN(C)C(=O)Nc1ccccc1	-3.1
CC=Cc1ccc2n(c1=O)C[C@H]1[C@H](CO)[C@@H](C(=O)N3CCc4ccccc4C3)N(C(=O)C3CC3)[C@@H]21 (mixture of isomers)	0.8
Cc1noc(C)c1NC(=O)N(C)C[C@@H]1OCCCC[C@H](C)Oc2ccc(N(C)C)cc2C(=O)N([C@H](C)CO)C[C@H]1C	-2.5
C[C@@H]1CN([C@H](C)CO)C(=O)Cc2cc(NS(=O)(=O)c3cccs3)ccc2O[C@H]1CN(C)Cc1ccc(Oc2ccccc2)cc1	-0.9
COc1ccc(NC(=O)N(C)C[C@H]2OCCCC[C@@H](C)Oc3ccc(NS(=O)(=O)c4ccc(OC)cc4)cc3C(=O)N([C@@H](C)CO)C[C@H]2C)cc1	-0.2
O=C(Cc1ccccn1)N[C@H]1C=C[C@@H](CC(=O)N2CCCCC2)O[C@H]1CO	2.6
O=C(Nc1ccccc1O)C1=C[C@H](c2coc3ccccc3c2=O)C[C@H](OCCCCO)O1	-1.1
CN1CCN(C(=O)C[C@@H]2CC[C@H]3[C@@H](COC[C@H](O)CN3C(=O)C3CC3)O2)CC1	1.3
O=C(NCC1CC1)[C@H]1[C@H](CO)[C@H]2Cn3c(ccc(-c4cccnc4)c3=O)[C@@H]1N2Cc1nccs1	0.6
O=C(Nc1ccc2c(c1)[C@H]1C[C@@H](CC(=O)N3CCOCC3)O[C@H](CO)[C@H]1O2)NC1CCCC1	-1.0
C/C=C/c1ccc2c(c1)O[C@@H](CN(C)C(=O)CN1CCOCC1)[C@H](C)CN([C@H](C)CO)S2(=O)=O	10.4
C[C@@H]1CN([C@@H](C)CO)C(=O)c2cc(NC(=O)Nc3ccc4c(c3)OCO4)ccc2O[C@@H](C)CCCCO[C@H]1CN(C)C(=O)Cc1ccccc1	-1.3
COCC#Cc1cnc2c(c1)C(=O)N([C@@H](C)CO)C[C@@H](C)[C@H](CN(C)C(=O)c1ccc3c(c1)OCO3)O2	2.2
O=C(c1ccccn1)N1C[C@@H]2[C@H](c3ccccc31)[C@@H](CO)N2C(=O)CC1CC1	0.2
O=C(Nc1ccc(F)cc1)N[C@H]1CC[C@H](CC(=O)N2CCCCC2)O[C@H]1CO	3.3
COc1ccc(NC(=O)N(C)C[C@H]2Oc3ccc(NS(=O)(=O)c4ccc(F)cc4)cc3C(=O)N([C@@H](C)CO)C[C@H]2C)cc1	1.9
O=C(C[C@@H]1CC[C@@H](NC(=O)NC2CCCCC2)[C@@H](CO)O1)NCc1ccc(Cl)cc1	-1.9
C[C@@H]1CCCCO[C@H](CN(C)Cc2ccc(C(=O)O)cc2)[C@@H](C)CN([C@@H](C)CO)C(=O)c2cc(NC(=O)Cc3ccccc3)ccc2O1	-0.5
C[C@@H]1CCCCO[C@H](CN(C)S(=O)(=O)c2cccs2)[C@@H](C)CN([C@H](C)CO)C(=O)c2cc(NC(=O)c3ccccc3)ccc2O1	-7.5
C[C@@H]1CCCCO[C@@H](CN(C)C(=O)Nc2cccc3ccccc23)[C@@H](C)CN([C@H](C)CO)C(=O)c2cc(NC(=O)Nc3ccc4c(c3)OCO4)ccc2O1	0.6
CC(C)NC(=O)N(C)C[C@H]1Oc2cc(-c3ccncc3)ccc2S(=O)(=O)N([C@@H](C)CO)C[C@@H]1C	-2.4
C[C@H](CO)N1C[C@H](C)[C@@H](CN(C)CC2CC2)Oc2ccc(NC(=O)C3CCCCC3)cc2CC1=O	2.1
O=C(N[C@H]1CC[C@H](CCNC(=O)c2ccccc2F)O[C@H]1CO)c1cnccn1	-1.4
O=C(C[C@H]1C=C[C@@H](NC(=O)C2CC2)[C@@H](CO)O1)Nc1ccccc1	-0.1
Cc1ccc(S(=O)(=O)Nc2ccc3c(c2)C(=O)N([C@@H](C)CO)C[C@H](C)[C@H](CN(C)Cc2ccc(C(F)(F)F)cc2)OCCCC[C@@H](C)O3)cc1	1.7
CN1[C@H](C(=O)N2CCc3ccccc3C2)[C@@H](CO)[C@@H]2Cn3c(ccc(-c4cccnc4)c3=O)[C@@H]21	8.2
C[C@@H]1CN([C@H](C)CO)C(=O)c2cc(C3=CCCCC3)cnc2O[C@H]1CN(C)Cc1ccccc1	1.7
CN(C)CC(=O)N1CCCCN2[C@H](CO)[C@H](c3ccc(-c4cccc(C(=O)N(C)C)c4)cc3)[C@@H]2C1	1.5
C[C@@H]1CCCCO[C@@H](CN(C)C(=O)C2CCCCC2)[C@H](C)CN([C@@H](C)CO)C(=O)c2cc(NC(=O)Nc3ccccc3)ccc2O1	0.8
COCC(=O)N1C[C@H]2[C@@H](c3ccccc31)[C@@H](CO)N2C(=O)C1CCCCC1	-4.6
O=C(Nc1ccccc1)N1CCCCN2[C@@H](CO)[C@@H](c3ccc(C#Cc4ccccn4)cc3)[C@@H]2C1	-1.1
O=C(C[C@H]1C[C@H]2c3cc(NS(=O)(=O)c4ccc(F)cc4)ccc3O[C@H]2[C@@H](CO)O1)NCCc1ccccc1	2.0
N#C[C@@H]1N[C@@H](CO)[C@@H]1c1ccc(-c2ccccc2F)cc1	-3.0
O=C(C[C@H]1CC[C@@H]2[C@H](COC[C@H](O)CN2C(=O)c2cc(Cl)cc(Cl)c2)O1)N1CCc2ccccc2C1	1.1
O=C(Cc1ccccn1)N[C@@H]1C=C[C@H](CC(=O)N2CCCCC2)O[C@@H]1CO	-2.6
CCC(=O)Nc1ccc2c(c1)C(=O)N(C)C[C@@H](OC)[C@@H](C)CN(C(=O)C1CCC1)[C@H](C)CO2	-0.7
C[C@@H]1CN([C@H](C)CO)C(=O)c2cc(NC(=O)Nc3cccc4ccccc34)ccc2O[C@@H](C)CCCCO[C@@H]1CN(C)C(=O)C1CCCCC1	-2.3
C[C@H](CO)N1C[C@H](C)[C@H](CN(C)S(=O)(=O)c2cn(C)cn2)Oc2c(NC(=O)C3CCOCC3)cccc2C1=O	3.0
COc1cccc(NC(=O)N[C@H]2CC[C@@H](CC(=O)Nc3ccccc3)O[C@@H]2CO)c1	0.5
CN(C)C(=O)C[C@H]1C[C@H]2c3cc(NS(=O)(=O)c4ccc(F)cc4)ccc3O[C@H]2[C@H](CO)O1	-0.6
O=C(N[C@@H]1CC[C@@H](CCNC(=O)C2CCOCC2)O[C@@H]1CO)c1ccccn1	1.0
C[C@H]1CCCCO[C@@H](CN(C)Cc2ccc(C(=O)O)cc2)[C@@H](C)CN([C@@H](C)CO)C(=O)c2cc(NC(=O)CCC(F)(F)F)ccc2O1	-0.5
COc1ccccc1CN1CC[C@H]2[C@H](CO)Nc3ccc(C#Cc4ccccc4)cc3[C@H]21	-1.5
O=C(C[C@H]1CC[C@@H]2[C@H](COC[C@H](O)CN2Cc2ccc(Cl)cc2)O1)NCCc1ccccc1	1.2
CN1CCN(C(=O)C[C@@H]2CC[C@H]3[C@@H](COC[C@H](O)CN3Cc3ccc4c(c3)OCO4)O2)CC1	0.1
N#C[C@@H]1[C@H](c2ccc(C3=CCCC3)cc2)[C@H](CO)N1C(=O)Cc1ccncc1	1.3
OC[C@@H]1[C@@H](c2ccc(-c3cccc(F)c3)cc2)[C@@H]2CN(Cc3cncnc3)CCCCN12	-0.7
CC(=O)N(C)C[C@@H]1Oc2cc(/C=C/c3ccccc3)ccc2S(=O)(=O)N([C@H](C)CO)C[C@H]1C	3.6
C[C@@H](O)C#Cc1ccc([C@H]2[C@H]3CN(C(=O)c4ccc(F)cc4)CCCCN3[C@H]2CO)cc1	-0.4

A portion of the library; the hit share may differ from the screen's.
